# High-throughput results from PubChem BioAssay.
# CatG inh: blocks human cathepsin G enzyme activity. purified enzyme, AMC-tetrapeptide fluorescence, pooled mixtures. inhibition, % at 5 µM (by protocol). hit rate 0.2% among 62,000. AID 581;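 active = inhibition above 20% in each of the two mixture wells holding the compound; inactive = inhibition of 20% or less in either well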;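 note: 0% = enzyme control without mixture and 100% = blank lacking enzyme; strong numbers were not always called active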
# AP ELISA ortho: alternative pathway complement inhibition, orthogonal assay. Human serum alternative complement pathway, LPS-coated ELISA, C3 deposition; tested in compound mixtures. inhibition, % at 5 µM. hit rate 0.08% among 62,000. AID 1235;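 active = inhibition above 30% in each of the two pooled mixtures holding the compound, so the lower value exceeds 30%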;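 note: 0% = serum in Mg-EGTA without compound and 100% = EDTA serum blank; some compounds past the cut are filed as inactive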
#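 Test system: human serum alternative complement pathway, C3 deposition on LPS-coated wells; also added: Plate-bound LPS; doses: 5 µM per compound in ten-compound mixtures; schedule: 1 h at 37 °C; detection: Anti-C3 ELISA, OD 450 nm; evaluation: percent inhibition of C3 deposition onto LPS; repeats: two pool placements per compound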
# CatL block: inhibitors of human cathepsin L. AID 460. P07711. inhibition, %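 (tested at 10 µM)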. purified cathepsin L, fluorogenic substrate, fluorescence. hit rate 0.17% among 58,000; in the data active = inhibition above about 45%;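 note: 0% = enzyme with no compound and 100% = no enzyme blank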
# Target sequence (P07711 114-288 limits assumed): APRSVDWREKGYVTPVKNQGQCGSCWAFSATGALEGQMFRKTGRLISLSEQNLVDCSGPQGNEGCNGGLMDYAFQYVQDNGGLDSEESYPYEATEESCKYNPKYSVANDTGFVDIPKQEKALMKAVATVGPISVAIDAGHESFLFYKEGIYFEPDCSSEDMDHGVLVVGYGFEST
# Target sequence (P07711 292-333 limits assumed): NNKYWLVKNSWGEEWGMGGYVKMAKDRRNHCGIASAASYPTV
# C1s inh: human complement C1s inhibition. P09871. purified C1s, fluorogenic AMC substrate, pooled mixtures. mean inhibition % of two 10-compound mixtures (active compounds read high), % at 5 µM (by protocol). hit rate 0.16% among 62,000;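 active = inhibition above 20% in each of the two 10-compound mixture wells holding the compound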;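 note: 0% = enzyme wells lacking compound mixture and 100% = no-enzyme blank wells; some compounds called inactive have numbers as strong as hits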
# FXIa mix inh: blocks human factor XIa in pooled compound mixtures | purified FXIa, fluorogenic substrate | inhibition, % at 5 µM | AID 680 | hit rate 0.19% among 62,000;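 note: each value is inhibition by a whole ten-compound pool holding the compound; 0% = enzyme with no mixture and 100% = wells lacking enzyme; strong numbers were not always called active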
# CatB inh: human cathepsin B inhibition | purified cathepsin B, fluorogenic substrate, fluorescence | hit rate 0.1% among 63,000 | inhibition, %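 (tested at 10 µM)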 | AID 453; in the data active = inhibition above about 21%;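 note: 0% = enzyme with no compound and 100% = no enzyme blank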
# CatS inh: blocks human cathepsin S protease activity | hit rate 0.06% among 62,000 | inhibition, %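 (tested at 5 µM per compound within 10-compound mixtures)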 | recombinant cathepsin S, AMC dipeptide fluorescence, pooled mixtures | P25774 | AID 501; in the data active = inhibition above about 32%, passing the limit was not always enough;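 note: 0% = enzyme without compound and 100% = blank without enzyme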
# Target sequence (P25774 115-331 limits assumed): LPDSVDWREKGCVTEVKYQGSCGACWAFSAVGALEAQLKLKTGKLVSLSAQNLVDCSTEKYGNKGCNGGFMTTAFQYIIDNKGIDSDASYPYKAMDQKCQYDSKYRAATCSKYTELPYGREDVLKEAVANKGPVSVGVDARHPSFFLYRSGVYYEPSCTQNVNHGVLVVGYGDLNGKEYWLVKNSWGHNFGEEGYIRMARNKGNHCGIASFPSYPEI
# CatB mixtures: human cathepsin B inhibition by mixtures; P07858; Purified cathepsin B, AMC dipeptide fluorescence, compound mixtures; hit rate 0.06% among 62,000; inhibition, %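 (ten-compound pools at 5 µM per compound and 50 µM total)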; in the data active = inhibition above about 22%, passing the limit was not always enough;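 note: 0% = enzyme without compound and 100% = no enzyme blank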
# FXIIa inh mix: factor XIIa (human) inhibition, mixture screen. P00748. purified FXIIa, fluorogenic substrate, pooled mixtures. inhibition, % at 5 µM. hit rate 0.2% among 62,000. AID 684;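 note: 0% = enzyme without compound and 100% = no enzyme blank; some results filed as inactive read as strong as hits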
# Target sequence (P00748 20-372 limits assumed): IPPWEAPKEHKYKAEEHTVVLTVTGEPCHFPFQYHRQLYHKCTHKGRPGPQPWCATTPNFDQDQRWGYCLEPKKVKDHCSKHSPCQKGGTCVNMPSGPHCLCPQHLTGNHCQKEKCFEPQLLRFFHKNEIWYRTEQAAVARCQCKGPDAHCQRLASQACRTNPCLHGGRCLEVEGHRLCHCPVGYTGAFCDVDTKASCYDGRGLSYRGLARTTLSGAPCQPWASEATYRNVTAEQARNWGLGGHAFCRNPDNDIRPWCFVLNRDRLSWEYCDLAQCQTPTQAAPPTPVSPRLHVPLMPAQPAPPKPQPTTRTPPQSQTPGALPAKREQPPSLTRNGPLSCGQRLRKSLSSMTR
# Target sequence (P00748 373-615 limits assumed): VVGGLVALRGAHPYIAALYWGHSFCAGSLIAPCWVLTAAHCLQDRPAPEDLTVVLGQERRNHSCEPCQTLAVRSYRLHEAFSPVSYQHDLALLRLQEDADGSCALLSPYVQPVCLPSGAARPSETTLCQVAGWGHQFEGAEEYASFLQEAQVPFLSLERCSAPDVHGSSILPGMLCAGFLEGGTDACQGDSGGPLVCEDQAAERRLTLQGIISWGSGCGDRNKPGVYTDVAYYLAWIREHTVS
# * marks the source's active call; other numbers are inactive results; . = not tested or not shown. Cut-off read from the data, not from the text of the source, unless noted: active = inhibition above about 20% (passing the limit was not always enough); inactive = the rest.
CatG inh	AP ELISA ortho	CatL block	C1s inh	FXIa mix inh	CatB inh	CatS inh	CatB mixtures	FXIIa inh mix	SMILES
-2	-8	-22	-61	-23	-4	-15	-5	11	Cc1cc2n(n1)C(c1ccc(N(C)C)cc1)Nc1ccccc1-2 (centres undefined)
6	12	-1	11	7	-1	1	5	8	O=C(CSc1ccc2nnc(-c3ccccn3)n2n1)NCC1CCCO1 (centres undefined)
-1	14	10	-29	24	-3	5	5	-17	O=C(CSc1nnc(Cc2ccccc2)o1)NC1CCCCC1
9	1	.	9	11	2	-9	3	2	CCc1nc2c(sc3nc4c(cc32)COC(C)(C)C4)c(=O)n1Cc1ccco1
0	21	3	-7	2	-8	5	8	-17	CCOc1ccc(NC(=O)CN2CCN(CC(=O)c3ccc(OC)c(OC)c3)CC2)cc1
3	3	34	0	10	2	11	-2	12	CCCc1cc(=O)n2[nH]c(CCc3ccccc3)nc2n1
8	6	1	9	5	7	-5	0	-18	Cc1ccc(NC(=O)COC(=O)Cn2c(C)csc2=O)cc1
1	18	1	-3	1	-5	3	6	-5	Cn1nnnc1SCC(=O)N1CCN(c2cccc(Cl)c2)CC1
6	11	.	-3	-3	9	4	3	11	Cn1c(NC(=O)c2ccccc2C(F)(F)F)cc(=O)n(C)c1=O
11	18	-2	17	5	-3	-2	6	15	CN(C)/C=C/C(=O)c1nnn(C2CCCCC2)c1NC1CCCCC1
7	14	-10	5	7	2	-8	3	1	CCOC(=O)N1CCN(c2ncnc3c2oc2nc(CC(C)C)c4c(c23)CCC4)CC1
9	-8	4	-4	0	5	-3	3	17	CCN(CC)C(=O)Cn1nnc(-c2ccc(C)o2)n1
9	19	0	-14	3	2	-4	2	15	O=c1cc(Nc2ccc3c(c2)OCO3)[nH]c(=O)n1-c1ccc(Br)cc1
-1	4	.	-13	4	7	8	4	2	O=C(CC1N=C2c3ccccc3N=C(SCc3ccc(F)cc3)N2C1=O)NCc1ccco1 (centres undefined)
-2	21	-2	-2	-4	4	-7	1	9	CCS(=O)(=O)NCCCCc1ccccc1
8	16	-18	0	7	3	-12	2	6	O=C(COC(=O)C1CCN(C(=O)c2ccc(Cl)cc2)CC1)c1ccco1
7	12	-3	5	4	-3	-4	1	6	CC(=O)ON1C(C)(C)CC(OC(=O)c2ccccc2)CC1(C)C
11	17	3	14	1	7	-9	4	5	COC(=O)c1sc(S(=O)(=O)NCc2cccs2)c(C(=O)OC)c1C
-3	9	-3	-6	4	0	-2	2	1	CCOC(=O)CSc1cccc2cccnc12
-1	2	9	-29	7	-1	4	5	6	NC(=O)c1ccc(-n2nnnc2Oc2ccccc2C(=O)N2CCOCC2)cc1
15	23	-5	12	10	-4	2	6	-11	COC(=O)c1cccc(NC(=O)CSc2nnc(COc3cccc(C)c3)n2C)c1
1	15	-3	3	10	-1	1	6	0	COc1ccc(OC)c(NC(=O)c2cnc3n(c2=O)CCS3)c1
18	16	-4	0	3	1	13	-2	6	CN(C)Cc1c(C#N)c2ccccc2n1C
11	-3	7	1	-3	2	13	0	1	O=c1c(-c2ccccc2)[n+]([O-])c2ccccc2n1O
0	19	2	-5	4	-5	3	6	4	Cc1cc(N2C(=O)c3ccc(C(=O)NCc4ccccc4)cc3C2=O)no1
10	20	-2	3	3	2	-1	3	8	CCOC(=O)N1CCN(c2nc(N(c3ccccc3)c3ccccc3)nc(-n3ccnc3)n2)CC1
6	18	-4	-4	2	1	0	0	-4	CCCNS(=O)(=O)c1ccc(CCC(=O)NCc2ccco2)cc1
-5	9	.	-108	-16	0	-6	-4	8	CCOC(=O)c1ccc(NS(=O)(=O)c2cc(-c3nnnn3CC)ccc2OC)cc1
-4	5	.	-7	4	1	-20	-2	-12	CC(=O)c1ccc(N2CCN(C(=O)c3ccco3)CC2)c(F)c1
5	5	8	7	8	-1	12	9	6	Cc1ccc2nc(/C(C#N)=N/O)[nH]c2c1
6	-5	-5	15	5	1	3	3	7	Cc1ccccc1OCCN1C(=O)c2ccccc2C1=O
14	12	23	-10	-2	3	5	2	4	CC(=O)Nc1c(OC(C)=O)ccc2c(C)cc(=O)oc12
8	4	8	6	4	6	-5	-2	2	CCC(C)NC(=O)Cn1cccc1C(=O)c1ccccc1 (centres undefined)
-5	-6	14	-5	5	2	3	-1	-12	NC(=O)C1CCCN(S(=O)(=O)c2ccccc2)C1 (centres undefined)
1	-1	12	5	9	-2	5	5	-23	COc1ccc(CN2C(=O)NC3(CCCCCC3)C2=O)cc1F
12	14	-3	18	3	-2	1	7	-13	COc1ccccc1-c1cc(C(=O)N2CCCCC2)no1

# Profiles from above. Screens in order: CatG inh | AP ELISA ortho | CatL block | C1s inh | FXIa mix inh | CatB inh | CatS inh | CatB mixtures | FXIIa inh mix
# COc1ccc(CN2C(=O)NC3(CCCCCC3)C2=O)cc1F in the list: 1 | -1 | 12 | 5 | 9 | -2 | 5 | 5 | -23
# CCOC(=O)N1CCN(c2ncnc3c2oc2nc(CC(C)C)c4c(c23)CCC4)CC1 in the list: 7 | 14 | -10 | 5 | 7 | 2 | -8 | 3 | 1

# (more compounds)
CatG inh	AP ELISA ortho	CatL block	C1s inh	FXIa mix inh	CatB inh	CatS inh	CatB mixtures	FXIIa inh mix	SMILES
-2	2	9	-50	-9	4	-7	-6	11	CCOc1ccccc1-n1c(COc2ccccc2)nnc1SCC(N)=O
6	-3	-1	3	9	2	16	11	2	CCCN1CCN(CCCNC(=O)C2CCCN(c3nc4ccc(OCC)cc4s3)C2)CC1 (centres undefined)
12	1	11	-1	3	2	11	-10	3	COc1cccc(CC(NC(C)=O)C(=O)NC2CCN(c3c4c(nc5ncnn35)CCC4)CC2)c1 (centres undefined)
9	8	.	-1	4	-1	10	2	0	Cc1cc(Nc2ccc(Br)cc2)n2nc(C)nc2n1
6	14	13	13	7	5	-1	2	13	Cc1c(NC(=O)c2ccc(F)cc2)c(=O)n(-c2ccccc2)n1C
1	7	0	-18	19	-2	16	9	19	CC(C(=O)c1ccccc1)n1cnc2ccccc2c1=O (centres undefined)
-2	-10	0	6	-2	-6	4	-1	-28	Cc1cc(C(=O)CSc2nnnn2C)c(C)n1-c1ccc2c(c1)OCCO2
11	12	-5	11	4	2	-4	4	-16	CSc1cccc(NS(=O)(=O)c2ccccc2)c1
-7	0	.	-9	4	-2	-3	-2	12	COc1ccc(Cl)cc1NC(=O)CN(c1ccccc1)S(=O)(=O)N(C)C
-32	11	.	-200	-47	-10	-40	-23	8	O=C(NCc1ccco1)c1cc2ccc(O)cc2oc1=O
33	14	6	11	8	2	0	0	6	O=C(/C(=N\O)n1cncn1)c1ccc(Br)cc1Br
4	12	17	12	7	1	-5	0	6	CC[C@]1(O)CC2CN(CCc3c([nH]c4ccccc34)[C@@](C(=O)OC)(c3cc4c(cc3OC)N(C=O)[C@H]3[C@@](O)(C(=O)OC)[C@H](OC(C)=O)[C@]5(CC)C=CCN6CC[C@]43[C@@H]65)C2)C1 (some centres undefined)

# 13 entries out of the list, sorted by SMILES length, low to high:
CatG inh	AP ELISA ortho	CatL block	C1s inh	FXIa mix inh	CatB inh	CatS inh	CatB mixtures	FXIIa inh mix	SMILES
5	5	8	7	8	-1	12	9	6	Cc1ccc2nc(/C(C#N)=N/O)[nH]c2c1
6	-5	-5	15	5	1	3	3	7	Cc1ccccc1OCCN1C(=O)c2ccccc2C1=O
9	8	.	-1	4	-1	10	2	0	Cc1cc(Nc2ccc(Br)cc2)n2nc(C)nc2n1
-5	-6	14	-5	5	2	3	-1	-12	NC(=O)C1CCCN(S(=O)(=O)c2ccccc2)C1 (centres undefined)
33	14	6	11	8	2	0	0	6	O=C(/C(=N\O)n1cncn1)c1ccc(Br)cc1Br
14	12	23	-10	-2	3	5	2	4	CC(=O)Nc1c(OC(C)=O)ccc2c(C)cc(=O)oc12
-2	2	9	-50	-9	4	-7	-6	11	CCOc1ccccc1-n1c(COc2ccccc2)nnc1SCC(N)=O
6	14	13	13	7	5	-1	2	13	Cc1c(NC(=O)c2ccc(F)cc2)c(=O)n(-c2ccccc2)n1C
-2	-10	0	6	-2	-6	4	-1	-28	Cc1cc(C(=O)CSc2nnnn2C)c(C)n1-c1ccc2c(c1)OCCO2
-7	0	.	-9	4	-2	-3	-2	12	COc1ccc(Cl)cc1NC(=O)CN(c1ccccc1)S(=O)(=O)N(C)C
6	-3	-1	3	9	2	16	11	2	CCCN1CCN(CCCNC(=O)C2CCCN(c3nc4ccc(OCC)cc4s3)C2)CC1 (centres undefined)
12	1	11	-1	3	2	11	-10	3	COc1cccc(CC(NC(C)=O)C(=O)NC2CCN(c3c4c(nc5ncnn35)CCC4)CC2)c1 (centres undefined)
4	12	17	12	7	1	-5	0	6	CC[C@]1(O)CC2CN(CCc3c([nH]c4ccccc34)[C@@](C(=O)OC)(c3cc4c(cc3OC)N(C=O)[C@H]3[C@@](O)(C(=O)OC)[C@H](OC(C)=O)[C@]5(CC)C=CCN6CC[C@]43[C@@H]65)C2)C1 (some centres undefined)

# The list continues.
CatG inh	AP ELISA ortho	CatL block	C1s inh	FXIa mix inh	CatB inh	CatS inh	CatB mixtures	FXIIa inh mix	SMILES
-7	3	2	-9	5	0	9	2	-16	Cc1cc(NC(=O)CSc2nnc(COc3ccccc3)n2Cc2ccco2)no1
3	-4	1	1	9	4	3	1	9	COCCn1c(CCC(=O)O)nc2c1c(=O)[nH]c(=O)n2CC(C)C
1	4	14	-36	-13	5	3	-2	8	CCOC(=O)Cc1csc(NC(=O)Cc2cccs2)n1
13	-3	15	14	-1	5	6	2	9	O=C(NCCC1=CCCCC1)C1CCCN(c2nc3ccccc3o2)C1 (centres undefined)
2	11	1	-3	6	0	15	-1	-20	CCCc1cc(=O)n2[nH]c(SCc3ccccc3)nc2n1
3	12	7	-1	3	-3	3	8	-17	CS(=O)(=O)N(CC(=O)Nc1cccnc1)c1ccc2c(c1)OCCO2
7	13	.	15	10	6	0	3	3	CCOc1cc(N2CCOCC2)c(OCC)cc1NC(=O)c1ccc(=O)n(Cc2ccccc2)n1
-8	-19	-1	-14	1	5	15	7	-2	Cc1cc(N2C(=O)C(O)=C(C(=O)c3ccco3)C2c2cccnc2)no1 (centres undefined)
1	4	6	-69	-1	10	15	2	1	CCCn1c2c(c(O)c(C(=O)NC)c1=O)CCCC2
-5	-5	-2	-14	-9	-1	6	-4	6	CCOC(=O)c1[nH]c(=O)[nH]c1CSCCO
2	5	8	3	9	0	6	-3	2	CS(=O)(=O)N1CCCC(C(=O)NCc2cccs2)C1 (centres undefined)
0	12	2	-1	3	-2	0	1	3	CC(=O)NCC1=C(NC(C)=O)C2CC1C(C)(C)C2C (centres undefined)
-1	5	-1	-8	3	-5	-5	-3	7	O=C(NCC1CCCO1)C1CCCN(c2ncccn2)C1 (centres undefined)
9	18	-7	11	2	1	-4	3	5	CCOC(=O)C(NC(=O)N1CCCCC1)(c1ccccc1)C(F)(F)F (centres undefined)
5	29	-4	1	2	2	4	3	-2	COc1ccc2nc(NC(=O)C3CCCN(S(=O)(=O)c4cccs4)C3)sc2c1 (centres undefined)
6	7	-12	-23	3	3	-5	0	4	Cc1cccc(OCc2nnc(SCC(=O)c3ccccc3)o2)c1
1	1	4	3	1	5	11	10	4	CCCn1c(=O)c2ccccc2n2c(SCc3cc(=O)n4ccsc4n3)nnc12
4	6	-2	-10	-6	6	-6	3	5	NCCOc1ccccc1-c1ccccc1

# This is a subset; count on the stated rates, not on these rows.
